Compound activity (PubChem)
Rat MKP-3 inhibitors = inhibition of rat DUSP6 enzyme activity – biochemical, in vitro, primary screen (AID 425); hit rate 0.17% among 110,000; recombinant MKP-3 phosphatase activity, fluorescence; higher % means a stronger effect; inhibition, % at 20 µM, or IC50 in µM where a hit was titrated; in the data active means inhibition above about 50%;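 further: plate controls were vehicle for no effect and reference inhibitor for full effect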
Hsp70 inhibitors = Hsp70 inhibitors, probe displacement, primary screen, biochemical, fluorescence polarization (AID 583); Hsp70 fluorescence polarization probe displacement, mP; higher % means a stronger effect; displacement, % at 20 µM; hits with a dose series show IC50 in µM; hit rate 0.06% among 140,000; in the data active means displacement above about 50%;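 further: plate controls were vehicle for no effect and reference ligand for full effect; a part of the inactive calls stands beside numbers as strong as those of hits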
Active calls of the source: *; nt = not tested or not shown; & = joins results of further samples. Only part of the results is shown. The share of hits here may be higher or lower than overall.

Below each SMILES: Rat MKP-3 inhibitors | Hsp70 inhibitors
> Cc1ccccc1-c1nc(CN2CCC(C(=O)N3CCC(C(N)=O)CC3)CC2)c(C)o1
→ -4% | -2.3%
> CCOC(=O)CSc1nnc2c(n1)C1(C)CCC2C1(C)C (configuration not stated)
→ -14% | 0.1%
> N#C/C(=C\Nc1ccccc1)c1nc(-c2ccccc2)cs1
→ 0% | 4.1%
> O=C(CSc1nnc(-c2ccncc2)n1C1CCCCC1)Nc1cccc(O)c1
→ 4% | 1.0%
> Cc1cc(C=C2C(=O)NC(=O)NC2=O)c(-c2ccccc2)n1-c1ccccc1
→ -10% | -47%
> CCC(Sc1ccc2nnc(-c3cccnc3)n2n1)C(=O)O (configuration not stated)
→ -7% | -0.3%
> CCCCC(=O)Nc1cccc(-c2nnc(-c3ccccc3)o2)c1
→ -9% | 5.1%
> CC(=O)Oc1ccc(-c2cccc(C(=O)O)c2)cc1
→ 2%&3% | 1.5%&-7.0%
> CCOC(=O)C1=C(c2ccccc2)N=c2s/c(=C\c3ccc(OCC(N)=O)cc3)c(=O)n2C1c1cc(OC)ccc1OC (configuration not stated)
→ -2% | 0.1%
> COc1c(O)ccc2cnn(-c3ccccc3C)c(=O)c12
→ 19% | 8.1%

2 of these compounds, set out differently:
structure: CCOC(=O)CSc1nnc2c(n1)C1(C)CCC2C1(C)C (configuration not stated)
  Rat MKP-3 inhibitors: -14%
  Hsp70 inhibitors: 0.1%
structure: N#C/C(=C\Nc1ccccc1)c1nc(-c2ccccc2)cs1
  Rat MKP-3 inhibitors: 0%
  Hsp70 inhibitors: 4.1%

(continued)
Below each SMILES: Rat MKP-3 inhibitors | Hsp70 inhibitors
> COc1cccc(OC)c1C(=O)Nc1cccc(C(=O)Nc2ccccc2C(=O)O)c1
→ 0% | -6.4%
> CCCn1cc(SCC(N)=O)c2ccccc21
→ 4% | nt
> O=C(CCNC(=O)c1ccc(Br)o1)NC1CCCC1
→ -7% | -0.3%
> NC(=O)c1ccc(C(=O)N(C2CCCCC2)C2CCCCC2)cc1
→ 4% | 3.4%
> N#Cc1sc2nc(C3CC3)cc(-c3ccccc3)c2c1N
→ 2% | 1.5%
> CC(Sc1ccc(Cl)cc1)C(=O)Nc1ccc(S(=O)(=O)N2CCOCC2)cc1 (configuration not stated)
→ 4% | -1.1%&-1.3%
> CC(C)(C)NC(=O)Cn1nnnc1-c1nonc1N
→ -1% | 6.2%
> CCCCCCS(=O)[C@H]1CS(=O)(=O)C[C@@H]1S(=O)CCCCCC (some centres not stated)
→ -2% | 1.4%
> CN(C)c1ccc(NC(=O)CN2C(=O)CC(c3ccccc3)=Nc3ccccc32)cc1
→ -13% | -2.8%
> COC(=O)c1nnn(-c2nonc2N)c1CSCCO
→ 1% | 8.2%
> COCCn1c(C)cc2c(c1=O)C(c1ccco1)C(C#N)=C(N)O2 (configuration not stated)
→ nt | 1.6%
> CCN(CC)CCCNC(=O)c1cc2c(-c3ccc(Cl)cc3)nn(C)c2s1
→ -1% | 4.2%
> COc1ccc(-c2nc(CN3CCCC(C(=O)NC4CCCC4)C3)c(C)o2)cc1 (configuration not stated)
→ nt | -0.6%
> Cc1ccc(NC(=O)CCSc2nnc(C)s2)cc1
→ nt | -6.4%
> COc1ccccc1NC1=C(Cl)C(=O)N(c2cccc(C)c2)C1=O
→ 4% | 2.3%
> Cc1cccc(OCc2nc3cc(Cl)ccc3c(=O)o2)c1
→ 2% | -6.6%
> CC(NC(=O)C(=O)NCCN1CCN(C(=O)c2ccco2)CC1)c1ccccc1 (configuration not stated)
→ 7% | -3.1%
> CCC1SC2=NC(C)=C(C(=O)OCC(C)C)C(/C=C/c3ccccc3OC)N2C1=O (configuration not stated)
→ nt | -3.6%
> CCCCNc1ncnc2sc3c(c12)CCCC3
→ -14% | -2.3%
> CCOC(=O)c1cc(C)[nH]c(=S)c1C#N
→ -1% | -2.4%
> Cc1cccc(OCC(=O)Nc2cccc(Br)c2)c1C
→ 4% | 1.9%
> Cc1cc(/C=N/NC(N)=S)c(C)n1-c1ccc(Br)cc1
→ 4% | -2.1%
> Clc1ccc(C2CC(c3ccccc3)Nc3ncnn32)cc1 (configuration not stated)
→ 4% | 5.6%
> O=C(Nc1ccc(Cl)cc1)Nc1cccnc1
→ nt | 2.5%
> O=C(CCCNS(=O)(=O)c1cccc2nsnc12)NCc1ccc(Cl)cc1
→ -8% | 1.0%
> O=C(Nc1cccc(Br)c1)c1cc([N+](=O)[O-])ccc1Cl
→ -7% | 6.8%
> CCC(=O)Oc1ccc2c(C)c(CC)c(=O)oc2c1
→ 0% | 4.1%
> CCN(CC)C(=O)C1CCN(Cc2cccc(OCc3ccccc3)c2)CC1
→ -4% | 3.0%
> NC(=O)C1(N2CCCCC2)CCN(C2CC(=O)N(Cc3cccs3)C2=O)CC1 (configuration not stated)
→ -6% | -0.5%
> CCSc1nnc(-c2ccncc2)o1
→ nt | -4.4%
> Cc1cc2cc(CNC(=O)Cc3cccs3)ccc2n1C
→ -8% | nt
> CN(c1ccc(C(=O)N2CCN(c3ccccc3)CC2)cc1)S(=O)(=O)c1ccccc1
→ 4% | 0.2%
> O=C(CCn1nc(-c2ccccc2)ccc1=O)N1CCCC1
→ 0% | -2.0%
> COC(=O)c1ccc(NC(=O)CNS(=O)(=O)c2cccs2)cc1
→ nt | 3.1%
> Cc1nc2ccccn2c(=O)c1[N+](=O)[O-]
→ 3% | -3.3%
> Cn1c(O)c(C(C#N)=C2N=c3ccccc3=N2)c2ccccc21
→ nt | -1.5%
> CC(=O)C1=C(O)C(=O)N(c2ccc(S(N)(=O)=O)cc2)C1c1ccc([N+](=O)[O-])cc1 (configuration not stated)
→ nt | 5.5%
> C/C(=N\NC(=O)c1cccc(Br)c1)c1cccnc1
→ 1% | -5.0%
> Brc1ccccc1OCCCn1ccnc1
→ 3% | 5.0%
> O=C(CCN1CCOCC1)c1ccc2c(c1)OCCO2
→ nt | -4.4%
> CCOc1ccccc1OCCCCN1CCCCC1
→ 0% | 6.2%
> c1ccc(-c2csc(-n3cnnn3)n2)cc1
→ 4% | 3.8%
> Cc1nnsc1C(=O)Nc1ccccc1Cl
→ -13% | 4.2%
> c1ccc(-c2nnc(-c3ccccc3)c3nsnc23)cc1
→ -2% | -0.1%
> c1ccc(-n2ncc3c(NCCCN4CCOCC4)ncnc32)cc1
→ -5% | 0.8%
> CC(=O)Nc1ccc(S(=O)(=O)n2cnc3cc(C)c(C)cc32)cc1
→ -9% | -4.6%
> O=C(NCc1ccc2c(c1)OCO2)c1c(O)c2cccc3c2n(c1=O)CCC3
→ -5% | -0.4%
> O=C(Nc1ccc(N2CCOCC2)c(Cl)c1)c1ccco1
→ -5% | 4.2%
> CC(=O)N1CC2(C)CN(C(C)=O)CC(C)(C1)C2
→ -9% | -3.9%
> CCOC(=O)CNC(=O)c1sc2nc(C)cc(C)c2c1N
→ -7% | -2.4%

Next section:
Below each SMILES: Rat MKP-3 inhibitors | Hsp70 inhibitors
> N#CCc1c(C#N)c(N)nc(N2CCN(S(=O)(=O)c3ccccc3)CC2)c1C#N
→ -3% | -1.1%
> O=C(COc1ccccc1Cl)Nc1ccc(Br)cc1C(=O)O
→ 2% | -9.0%
> CCOC(=O)C1=C(O)/C(=C/c2cccc(Br)c2)SC1=Nc1ccc([N+](=O)[O-])cc1
→ 6% | 2.7%
> CN1CCC2(CC1)C1CN(C)CC=C1C(C#N)=C(N)C2(C#N)C#N (configuration not stated)
→ -2% | 66%
> CCOc1ccc(/C=C2/C(=O)NC(=O)N(c3ccc(C)cc3)C2=O)cc1
→ 0% | 1.7%
> CC(NC(=O)c1ccco1)c1ccc2c(c1)OCCO2 (configuration not stated)
→ 0% | nt
> O=c1[nH]cnc2scc(-c3ccc(F)cc3)c12
→ 0% | 4.2%
> O=C(NCCCNC(=O)C(F)(F)C(F)F)C(F)(F)C(F)F
→ 3% | 1.0%
> CCOC(=O)C1=CN(c2ccc(C)cc2)C=C(C(=O)OCC)C1c1ccccc1OC
→ 0% | -0.2%
> O=C(CCN1C(=O)c2ccccc2C1=O)Nc1cc(F)ccc1F
→ nt | -6.2%

By substructure: those above with an NH in an aromatic ring.
Below each SMILES: Rat MKP-3 inhibitors | Hsp70 inhibitors
> CCOC(=O)c1cc(C)[nH]c(=S)c1C#N
→ -1% | -2.4%
> O=c1[nH]cnc2scc(-c3ccc(F)cc3)c12
→ 0% | 4.2%

Additional entries follow.
Below each SMILES: Rat MKP-3 inhibitors | Hsp70 inhibitors
> O=C1Nc2ccccc2C12Nc1ccccc1S2 (configuration not stated)
→ -5% | nt
> O=C(CSc1nnc(-c2ccco2)n1CC1CCCO1)N1CCCCC1 (configuration not stated)
→ -6% | -3.8%
> COC(=O)c1ccc(Cn2nnc3ccccc3c2=O)o1
→ 6% | 0.1%
> Cn1c2ccccc2n2cc(-c3ccc([N+](=O)[O-])cc3)nc12
→ 2% | 2.7%
> CC1(C)CC(=O)CC(=Nc2ccc(C(=O)O)cc2)C1
→ 0% | 3.7%
> Cc1ccc(N=Cc2ccc(C)o2)c(O)c1
→ 12% | 4.1%
> O=C(COC(=O)c1cnccn1)NCc1ccccc1
→ nt | 0.2%
> Cn1nc(-c2ccccc2)c(-c2nc(-c3ccccc3Cl)no2)c1Cl
→ nt | 0.0%
> Cc1ccc(Cl)cc1NC1=CC(=O)CC(C)(C)C1
→ -2% | 1.0%
> Cc1ccccc1Cn1cc(S(=O)(=O)CC(=O)N2CCCCC2)c2ccccc21
→ nt | -5.3%
> C(=N/N1CCN(C(c2ccccc2)c2ccccc2)CC1)/c1ccccc1
→ 4% | 1.1%
> COc1ccc(N(CC(=O)NCc2ccco2)S(=O)(=O)c2ccccc2)cc1
→ -2% | 1.4%
> CCOC(=O)Cc1c(C)nc2c(-c3ccc(Cl)cc3)c(C)[nH]n2c1=O
→ nt | 2.5%
> CCCCNC(=O)c1cccc(C(=O)NCCCC)c1
→ -3% | 6.2%
> CCOc1ccc(C(O)Cc2nc3ccccc3n2C)cc1 (configuration not stated)
→ 1% | -0.1%&3.9%
> Cc1ccc(C(C(=O)NCc2ccc(F)cc2)N(C(=O)c2csnn2)C2CC2)o1 (configuration not stated)
→ -3% | -3.4%
> Cc1cc(C)c2c(=O)[nH]c(=O)n(Cc3ccccc3)c2n1
→ -6% | -1.9%
> COC(=O)c1ccc(NC(=S)NC(=O)c2ccc(OC)cc2)cc1
→ -2% | -1.9%
> CN1CC(=O)N(CC(=O)Nc2ccc(Cl)c(C(F)(F)F)c2)C1=O
→ -3% | 5.3%
> O=C(Cc1ccccc1)Nc1scc(-c2ccccc2)c1C(=O)N1CCOCC1
→ nt | 0.1%
> CCOS(=O)(=O)/C=C/c1ccccc1
→ -3% | 3.2%
> COc1cc(OC)cc(C(=O)Nc2ccc(C)c(C)c2)c1
→ 2% | 0.9%
> Cc1cc(NC(=O)c2ccc(C(=O)Nc3cc(C)c(O)c(C)c3)cc2)cc(C)c1O
→ -4% | 4.9%
> CCc1nnc2c3cnn(-c4ccccc4)c3ncn12
→ -1% | 1.0%
> Brc1ccc(-c2noc(-c3ccc(-c4ccccc4)cc3)n2)cc1
→ 4% | -0.5%
> Cc1cccc(Nc2nc(-c3cccs3)cs2)n1
→ nt | -0.7%
> O=C1c2ccccc2C(=O)N1CCn1nc(Cl)nc1Cl
→ 3% | 5.6%
> O=C(c1ccco1)n1nc(NCc2ccccc2)nc1NCc1ccccc1
→ 1% | 6.5%
> Cc1cc2ncn(C(=O)N3CCCCCC3)c2cc1C
→ nt | 0.9%
> CC(=O)Nc1ccc(NS(=O)(=O)c2cc(Cl)ccc2Cl)cc1
→ -4% | 1.9%
> CCOC(=O)C1=C(N)OC2=C(C(=O)CC(C)(C)C2)C1c1ccc(Cl)cc1Cl (configuration not stated)
→ 2% | -0.3%
> Cc1ccc(NC(=O)COc2ccc(Br)cc2)c(C)c1
→ 3% | -1.9%
> O=C(O)CCCn1nc(-c2ccccc2)c2ccccc21
→ -8% | -2.0%
> C[N+]1(CC(=O)Nc2ccc(F)cc2)CCN(C(=O)c2ccco2)CC1
→ nt | -0.7%
> CCC(NS(=O)(=O)c1ccc(C)cc1)C(=O)N1CCC2(O)CCCCC2C1 (configuration not stated)
→ -5% | 0.4%
> COc1cccc(-n2c(SCC(=O)Nc3cc(C)on3)nc3c([nH]c4ccccc43)c2=O)c1
→ -5% | 2.7%
> O=C1CSC(c2ccccn2)N1c1ccc2ccccc2c1 (configuration not stated)
→ nt | 1.0%
> CC(C)C(C(=O)O)N1C(=O)/C(=C/c2ccccc2Cl)SC1=S (configuration not stated)
→ 0% | 1.3%
> O=C(Cc1ccc(Cl)cc1)NNC(=O)c1ccccn1
→ 2% | 0.9%
> Cc1cc2ccccc2cc1CN1CCOCC1
→ -6% | -2.9%
> O=C(COc1ccc(Cl)cc1)Nc1ccccc1[N+](=O)[O-]
→ 2% | -4.6%
> O=C(c1ccco1)N1CCN(Cc2nc3ccc([N+](=O)[O-])cc3c(=O)n2-c2ccccc2F)CC1
→ nt | 8.4%
> O=C(/C=C/c1ccc(F)cc1)N1CCN(CCN2C(=O)c3cccc4cccc(c34)C2=O)CC1
→ 4% | -6.3%
> O=S(=O)(N1CCCCC1)N1CCN(c2ccc(F)cc2)CC1
→ 3% | -0.2%
> CCCS(=O)(=O)N1CCN(CCCc2ccccc2)CC1
→ 2% | 2.1%
> O=C(NC1CCCCCC1)C1CCCN(S(=O)(=O)c2cccs2)C1 (configuration not stated)
→ -6% | 1.9%
> Cc1ccc(NC(=S)NC(=O)c2ccc(Cl)cc2)cc1C
→ 6% | -1.7%
> Cn1c(=O)cc(OCCCC(=O)N2CCCCC2)c2ccccc21
→ 2% | -3.9%
> CCc1nc2ccccc2c(C(=O)OCC(=O)Nc2cccc(S(=O)(=O)N3CCOCC3)c2)c1C
→ nt | -0.2%
> COC(=O)c1c(N)sc2c1CCCC2
→ 1% | -5.7%
